Bioassay records deposited in PubChem by NCI.
NCI-60 one-dose screen, 48 h, at 10 µM unless noted. Numbers give growth in % (100 = growth as untreated, 0 = no growth, -100 = all killed).
NCI-H460 – NCI-H460 lung cancer | 82,000 compounds, 6.8% hits | AID 1794736
A498 – A498 renal cancer cells; 76,000 compounds, 5.4% hits; AID 1794774
COLO 205 – COLO 205 colon cancer | 79,000 compounds, 7.3% hits | AID 1794742
NCI-H522 – NCI-H522 lung cancer; 78,000 compounds, 8% hits; AID 1794739
NCI-H23 – NCI-H23 lung cancer; 80,000 compounds, 4% hits
NCI-H322M – NCI-H322M lung cancer; 80,000 compounds, 2.7% hits
HT29 – HT29 colon cancer. 81,000 compounds, 7.4% hits
RXF 393 – RXF 393 renal cancer cells. 77,000 compounds, 6.9% hits. AID 1794773
NCI-H226 – NCI-H226 lung cancer. 79,000 compounds, 3.5% hits
* hit, by the source's call; / = not tested or not shown; & = joins results of further samples; [ ] = another dose, or the depositor's remark. Rule for the calls: active = growth percent below 10; inactive = the rest.

SMILES	NCI-H460	A498	COLO 205	NCI-H522	NCI-H23	NCI-H322M	HT29	RXF 393	NCI-H226
Fc1c(F)c(F)c(-c2nnc(CN3C=NC4C(N5CCOCC5)=NC=NC43)o2)c(F)c1F (stereo unspecified)	103	/	126	93	102	104	123	109	/
CCC(NC1CCN(Cc2ccccc2)CC1)C(N)=O (stereo unspecified)	102	/	119	90	94	106	92	85	95
COc1cccc(/C=C/C(=O)c2c(C)nc3ccccc3c2/C=C/c2ccccc2)c1OC	2.8*	58	56	3.9*	31	45	2.6*	15	/
N#Cc1c2cccnc2c2nnc3ccccc3n12	100	109	105	/	102	113	114	115	107
CC/C=C\C/C=C\C[C@H](O)C/C=C1/C(=O)C=C[C@@H]1C/C=C\CCCC(=O)O	32	97	27	-23*	62	53	13	68	60
O=C(O)CN1C(=O)/C(=C/C(Cl)=C/c2ccccc2)SC1=S	100	59	123	87	99	98	111	111	95
O=C(CCc1nnc(Cn2cncn2)o1)c1nc2ncccc2[nH]1	106	86	106	68	103	93	96	118	100
C/C(=N\NC(=S)Nc1ccc(C)cc1)c1sc(Nc2ccccc2)nc1C	101	44	115	75	94	95	110	98	91
CCCN1C(=O)CCC1=O	111	80	132	99	104	101	99	113	110
CC(C)(C)NC(=S)Nc1ncccc1OCc1ccccc1Cl	87	83	108	82	89	101	95	104	102

The final 2 compounds of the part above are carried over, then new ones follow.
SMILES	NCI-H460	A498	COLO 205	NCI-H522	NCI-H23	NCI-H322M	HT29	RXF 393	NCI-H226
CCCN1C(=O)CCC1=O	111	80	132	99	104	101	99	113	110
CC(C)(C)NC(=S)Nc1ncccc1OCc1ccccc1Cl	87	83	108	82	89	101	95	104	102
OC(COCc1ccccc1)COCc1ccccc1	112	90	110	100	110	112	106	119	106
c1cncc(-c2nc3ccccc3s2)c1	100	99	119	98	93	110	99	76	94
CN(C)C(=O)c1cccc([N+](=O)[O-])c1	108	85	124	96	107	112	111	/	100
CC(=O)OCC1OC(OC2OC(COC(C)=O)C(OC(C)=O)C(OC(C)=O)C2OC(C)=O)C(OC(C)=O)C(OC(C)=O)C1OC(C)=O (stereo unspecified)	105	103	105	90	101	97	98	105	102
O=C(CCN1CCOCC1)Nc1cccc(-n2cc(-c3ccncc3)c(-c3ccc(Cl)c(O)c3)n2)c1	18	11	0.4*	5.8*	52	60	-7.5*	22	71
Cn1cc(C(=O)NCCC(=N)N)cc1NC(=O)CN=C(N)N	107	108	103	88	/	106	107	114	91
O=C1C=CC(=O)N1CCCCCCCCCCN1C(=O)C=CC1=O	96	147	66	-61*	85	109	63	77	/
COc1ccc(NC(=O)C(O)c2ccccc2)cc1 (stereo unspecified)	102	88	106	99	109	106	106	102	90
COC(=O)[C@]1(C)CCC[C@]2(C)[C@H]3C[C@H]4C(C(C)C)=C[C@]3(CC[C@H]21)[C@H]1[C@@H]4[C@@H](OCCC#N)CC[C@@H]1OCCC#N	33	67	12	28	46	99	6.9*	-10*	46
CC(COC(=O)c1ccccc1)[N+](=O)[O-] (stereo unspecified)	100	87	112	99	102	102	104	110	96

Shown as labelled records: three of the compounds above.
CN(C)C(=O)c1cccc([N+](=O)[O-])c1
  NCI-H460: 108
  A498: 85
  COLO 205: 124
  NCI-H522: 96
  NCI-H23: 107
  NCI-H322M: 112
  HT29: 111
  RXF 393: /
  NCI-H226: 100
CC(=O)OCC1OC(OC2OC(COC(C)=O)C(OC(C)=O)C(OC(C)=O)C2OC(C)=O)C(OC(C)=O)C(OC(C)=O)C1OC(C)=O (stereo unspecified)
  NCI-H460: 105
  A498: 103
  COLO 205: 105
  NCI-H522: 90
  NCI-H23: 101
  NCI-H322M: 97
  HT29: 98
  RXF 393: 105
  NCI-H226: 102
O=C(CCN1CCOCC1)Nc1cccc(-n2cc(-c3ccncc3)c(-c3ccc(Cl)c(O)c3)n2)c1
  NCI-H460: 18
  A498: 11
  COLO 205: 0.4*
  NCI-H522: 5.8*
  NCI-H23: 52
  NCI-H322M: 60
  HT29: -7.5*
  RXF 393: 22
  NCI-H226: 71

(list continues)
SMILES	NCI-H460	A498	COLO 205	NCI-H522	NCI-H23	NCI-H322M	HT29	RXF 393	NCI-H226
O=C1c2ccccc2C2=Nc3ccccc3SC(c3cccc(F)c3)C12 (stereo unspecified)	101	97	110	98	93	89	99	126	/
Cc1c(Cc2cc(C(C)(C)C)c(O)c(C(C)(C)C)c2)c(C)c(Cc2cc(C(C)(C)C)c(O)c(C(C)(C)C)c2)c(C)c1Cc1cc(C(C)(C)C)c(O)c(C(C)(C)C)c1	102	106	112	92	96	90	99	113	102
CCCCN(CCCC)CCCCCCCN(CCCC)CCCC	103	/	104	92	94	99	96	70	92
C=CCC(S(=O)(=O)CC)S(=O)(=O)CC	112	106	118	78	97	96	95	111	105
COc1ccc(CNc2nc3ccccc3c3c(=O)c4cc(Cl)ccc4sc23)cc1	44	64	67	55	67	80	75	72	61
COc1ccc(-c2ccc(COc3ccc(CC4SC(=O)NC4=O)cc3)cc2)cc1 (stereo unspecified)	86	105	115	57	57	94	110	96	98
N#CC1=C(N)Oc2c(ccc3ccccc23)C1c1ccc(Cl)cc1 (stereo unspecified)	93	/	117	73	87	91	113	99	65
Fc1ccc(Cn2cc(CSc3nc4ccccc4s3)nn2)cc1	112	95	108	74	97	88	81	101	/
C#CCNCc1ccccc1	106	110	113	89	102	112	98	113	110
O=C(O)CCCCCCCCCCN1C(=O)/C(=C/c2cn(-c3ccccc3)nc2-c2ccc(OCc3ccccc3Cl)cc2)SC1=S	101	68	108	95	96	85	113	113	107
O=C1CCC23C=CC(O2)C2(Nc4ccccc4NC2=O)c2cc(F)ccc2N13 (stereo unspecified)	113	119	105	99	92	98	108	115	106
COc1ccc2c(c1)C(=O)/C(=C/c1cccc(OCC(=O)c3ccccc3)c1)O2	93	117	-13*	-68*	41	108	-16*	-57*	81
COc1cc2nc(-c3ccc(C(F)(F)F)cc3)cc(OCCN3CCCC3)c2cc1OC	68	/	78	96	81	89	66	65	83
COc1ccc(/C=c2\sc3n(c2=O)C(c2cc(OC)c(OC)c(OC)c2)C=C(c2ccc(OC)c(OC)c2)N=3)cc1 (stereo unspecified)	103	108	107	68	103	76	/	115	104
COc1ccc(-c2nc(SCC(C)C)nc(Nc3ccccc3)c2C#N)cc1	19	75	/	88	86	71	79	99	83
Cc1nc(-c2ccccc2O)ccc1C(=O)N=Nc1c(O)[nH]c2ccc(F)cc12	109	113	110	94	96	96	104	/	87
O=C(Nc1cc(Cl)cc(Cl)c1)C(Cc1cccc[n+]1[O-])c1ccccc1 (stereo unspecified)	96	81	/	82	107	141	96	88	91
COc1ccc(/C=C2\N=C3Sc4cc(Cl)ccc4C(=O)N3C2=O)cc1	104	108	105	87	96	96	104	106	83
CC(C)N1Cc2ccc([nH]2)CN(C(C)C)C1	92	108	72	92	88	99	92	117	/
CC(Br)c1nc2ccccc2cc1C(N)=O (stereo unspecified)	102	95	110	/	107	100	105	109	106
O=C1Nc2ccc(Cl)cc2/C1=N/N=C(c1ccccc1)c1ccccc1	100	/	/	83	94	98	98	109	/
COc1cc(C2CC(c3ccc(C(F)(F)F)cc3)=Nc3c(N)nc(N)nc3N2)ccc1Oc1nc(NCCO)nc(N2CCOCC2)n1 (stereo unspecified)	98&111	135&114	123&117	98&94	87&108	96&104	107&105	111&113	110&104
COc1cc(O)c2c(c1)[C@H]1O[C@@H]1C[C@H](O)[C@H](O)C(=O)/C=C\C[C@H](C)OC2=O	68	59	9.1*	4.8*	26	86	13	8.7*	38
CN1CCSC1=NC(=O)c1ccc(Cl)cc1	113	91	108	81	96	98	101	95	98
CCCCSc1ccccc1	104	89	121	87	95	99	97	103	99
CCCCCCCC/C=C\CCCCCCCCCCCCOc1ccccc1CCOP(=O)(O)OCC[N+](C)(C)C	102	106	100	86	98	99	94	/	98
COc1ccc2c(c1)OC[C@@H](c1ccc(O)cc1O)C2	103	93	105	86	101	97	99	108	85
CC(=O)c1ccc(Nc2nc3ccccc3cc2C=O)cc1	86	95	98	61	76	99	90	114	/
COc1cc(C(=O)NNC(=O)c2cccc(OCC(=O)O)c2)cc(OC)c1OC	104	105	110	70	100	109	85	116	95
CN(C)CCC(=O)c1cccc(O)c1	113	/	112	76	101	112	99	112	100
CC(O)CN (stereo unspecified)	110	102	131	/	113	108	120	98	97
C=C(C)[C@@H]1CC[C@]2(C(=O)O)CC[C@]3(C)[C@H](CC[C@@H]4[C@@]5(C)C[C@@H](Cc6cn([C@@H]7O[C@H](CO)[C@@H](O[C@@H]8O[C@H](CO)[C@H](O)[C@H](O)[C@H]8O)[C@H](O)[C@H]7O)nn6)[C@H](O)C(C)(C)[C@@H]5CC[C@]43C)[C@@H]12	103	101	103	81	106	102	97	109	100
CCOC(=O)CN1C(=O)N2CC[C@@H](OC(C)=O)C[C@H]2c2ccccc21	109	98	118	95	102	104	103	112	102
O=C1NN(c2ccccc2)C(c2ccc(Cl)c(Cl)c2)N2CCC[C@@H]12 (stereo partly specified)	103	95	103	47	89	88	80	118	101
COCCCn1c(-c2cc(OC)c(OC)c(OC)c2)nn2c(=O)c3ccccc3nc2c1=O	104	88	97	87	105	96	105	113	96
C=C(CC(=O)OCC(CC)CCCC)C(=O)OCC(CC)CCCC (stereo unspecified)	104	85	112	96	107	96	96	111	95
CC/C(Cc1ccccc1)=C(/c1ccc(O)cc1)c1ccc(OCCN2CCCCC2)cc1	61	88	21	77	91	89	16	75	99
Cc1c(C(=O)Nc2nc(-c3ccccc3)cs2)nnn1-c1cccc2ccccc12	56[50 µM]	59[50 µM]	69[50 µM]	/	33[50 µM]	85[50 µM]	64[50 µM]	89[50 µM]	/
CCOC(=O)c1c[nH]c2ccccc2c1=O	124	143	109	90	101	126	102	110	104
COC(=O)C1CCCCCCC1=O (stereo unspecified)	106	105	116	/	113	102	96	101	104

Five of the compounds above, as comma-separated lines:
molecule,NCI-H460,A498,COLO 205,NCI-H522,NCI-H23,NCI-H322M,HT29,RXF 393,NCI-H226
CN1CCSC1=NC(=O)c1ccc(Cl)cc1,113,91,108,81,96,98,101,95,98
CCCCSc1ccccc1,104,89,121,87,95,99,97,103,99
CCCCCCCC/C=C\CCCCCCCCCCCCOc1ccccc1CCOP(=O)(O)OCC[N+](C)(C)C,102,106,100,86,98,99,94,/,98
COc1ccc2c(c1)OC[C@@H](c1ccc(O)cc1O)C2,103,93,105,86,101,97,99,108,85
CC(=O)c1ccc(Nc2nc3ccccc3cc2C=O)cc1,86,95,98,61,76,99,90,114,/

The results go on.
SMILES	NCI-H460	A498	COLO 205	NCI-H522	NCI-H23	NCI-H322M	HT29	RXF 393	NCI-H226
NC(=O)N/N=C/C(c1ccccc1)c1ccccc1	108	59	/	103	101	101	103	102	82
c1ccc2[nH]c(-c3ccc(Nc4nc(N5CCCCC5)nc(N5CCOCC5)n4)cc3)nc2c1	0.8*	-29*	-61*	9.3*	20	35	-28*	-56*	33
NC(=O)C1(C(N)=O)CCC1	105	96	110	86	100	94	88	104	99
Nc1nc2c(C(=O)Nc3ccc(Cl)cc3)c(Nc3ccc(Cl)cc3)nn2c(-c2ccc(Cl)cc2)c1-c1nc2ccccc2s1	108	95	114	101	103	98	105	108	83
O=C(Nc1ccccc1)Nc1ccc(C(=O)CSc2nc3ccccc3[nH]2)cc1	107	106	138	88	95	99	115	115	97
O=c1n(CCCCn2cnn(-c3ccccc3)c2=O)cnn1-c1ccccc1	109	115	/	80	96	100	111	97	96
CS(=O)(=O)N1CCN(c2nc(NCCN3CCOCC3)ncc2Br)CC1	104	87	110	95	85	95	108	169	110
CCNCCC(=O)N1[C@@H](c2ccc(Cl)cc2)c2[nH]c3ccccc3c2C[C@@H]1OC(C)=O	95	/	84	101	99	102	91	90	95

Compounds as they come (roughly 12% active in at least one column).
